Ecoli WT expand: growth inhibitors of E. coli BW25113 wild type | OD600 absorbance | growth inhibition, % at 100 µM | 98,000 compounds, 0.15% hits;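 active means growth inhibition above about 50% at one test dose, limit read from the data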;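 further: growth measured after 20 h incubation at 37 °C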
DAT uptake mod: changed human dopamine transporter uptake under cocaine IC80. Q01959. LLC-PK1 hDAT cells, [14C]-dopamine uptake with cocaine IC80; actives deviate in either direction. B-score at 10 µM. 110,000 compounds, 1.3% hits. AID 449768;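 active means Z score or B-score, a plate-position-corrected score, falls beyond the plate's 99.7% confidence bounds, in either direction; inactive means both scores lie inside the 99.7% bounds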;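 further: scored against the spread of the other compound wells on the same plate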
VCAM1 TNFa inh: reduces TNF alpha induced VCAM1 expression in HUVEC; HUVEC TNFa-induced VCAM-1 immunofluorescence, high-content imaging; inhibition, % at 2 µM; 95,000 compounds, 0.48% hits;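 active means inhibition above the batch mean plus 3 SD, with images confirmed as a hit by eye, cut at about 37% in these data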;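 further: 0% = TNF-stimulated DMSO wells and 100% = unstimulated control wells; not every result past the cut was called active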
TNFa cytotox: HUVEC cytotoxicity counter-screen, TNF alpha stimulated | 93,000 compounds, 0.17% hits | HUVEC TNFalpha-stimulated, Hoechst cell count, imaging | cell count reduction, % at 2 µM | AID 848;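 active means cell count reduction exceeding the screen mean by over 5 SD, scaled to untreated wells per plate, cut at about 78% in these data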;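 further: cells counted after 24 h of TNF alpha exposure following the 1 h pretreatment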
PLK1 inh: PLK1 (human) kinase inhibition; P53350; recombinant PLK1 kinase, TR-FRET peptide phosphorylation; inhibition, % at 10 µM; 97,000 compounds, 0.53% hits; AID 619;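 active means inhibition of 50% or more in the single-concentration screen; inactive means inhibition below 50%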;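 further: 0% = DMSO max control and 100% = H-89 dihydrochloride min control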
Target sequence (P53350 whole entry, looked up): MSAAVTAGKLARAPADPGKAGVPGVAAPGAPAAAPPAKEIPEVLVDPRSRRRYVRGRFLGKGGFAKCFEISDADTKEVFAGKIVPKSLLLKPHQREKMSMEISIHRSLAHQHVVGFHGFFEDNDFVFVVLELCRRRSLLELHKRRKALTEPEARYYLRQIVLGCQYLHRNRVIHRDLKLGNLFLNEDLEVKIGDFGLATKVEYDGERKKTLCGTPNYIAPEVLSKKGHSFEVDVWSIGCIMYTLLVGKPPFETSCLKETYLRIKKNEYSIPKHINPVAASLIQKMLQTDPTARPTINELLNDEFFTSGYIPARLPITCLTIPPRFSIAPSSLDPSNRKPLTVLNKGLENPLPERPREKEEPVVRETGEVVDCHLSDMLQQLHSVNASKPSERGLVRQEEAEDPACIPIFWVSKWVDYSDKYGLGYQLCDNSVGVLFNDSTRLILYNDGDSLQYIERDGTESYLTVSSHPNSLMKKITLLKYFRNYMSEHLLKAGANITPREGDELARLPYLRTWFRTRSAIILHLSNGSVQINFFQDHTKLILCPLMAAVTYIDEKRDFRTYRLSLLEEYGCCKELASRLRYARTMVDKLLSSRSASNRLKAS
sEH inhibitor: blocks human soluble epoxide hydrolase activity | 91,000 compounds, 0.34% hits | inhibition, % at 2 µM | recombinant human sEH enzymatic activity assay; in the data active means inhibition above about 80%; further: values of inactives mirror those of a sister screen read the other way; many of its hits are not listed in these tables
cytoskel mod: alters cytoskeleton assembly in HUVEC cells; 91,000 compounds, 0.18% hits; inhibition, % at 2 µM; HUVEC TNFa F-actin phalloidin imaging, high content;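 active means inhibition above the batch mean plus 3 SD and confirmed as a hit by visual image inspection, cut at about 30% in these data, passing the limit was not always enough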; further: strong numbers were not always called active
IL1B cytotox: HUVEC cytotoxicity counter-screen, IL-1B stimulated. HUVEC cell count loss, Hoechst imaging. cell count reduction, % at 2 µM. 94,000 compounds, 0.41% hits. AID 845;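 active means cell count reduction more than 3 SD above the screen-wide mean, cut at about 70% in these data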;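 further: normalized per plate to untreated control cells as the no-loss baseline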
PLK1 PBD inh: blocks phosphopeptide binding to human Plk1 polo box domain; P53350; Plk1 PBD phosphopeptide binding, fluorescence polarization; inhibition, %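 (tested at about 20 µM)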; 97,000 compounds, 0.13% hits; in the data active means inhibition above about 34%, passing the limit was not always enough
The depositor's hits bear a star; nt = no result given.

Each structure is followed by: Ecoli WT expand	DAT uptake mod	VCAM1 TNFa inh	TNFa cytotox	PLK1 inh	sEH inhibitor	cytoskel mod	IL1B cytotox	PLK1 PBD inh
COc1ccccc1OC(C)C(=O)Nc1nc(-c2ccc(S(=O)(=O)N3CCOCC3)cc2)cs1 (stereo unspecified)
  -10	-0.44	-17	-2	-9	0	-15	nt	-32
CCCCSc1cc(C)nc2ncnn12
  nt	-1.5	-2	-7	-1	3	14	-23	20
c1ccn(-c2ccc(N3CCOCC3)cc2)c1
  -13	nt	-11	-9	-6	22	-14	5	-24
Cc1cc(C)c2ccc(C)[n+]([O-])c2c1O
  11	0.76	nt	nt	-8	16	nt	-45	-3
CCOC(=O)c1cnn(-c2ccc(C(F)(F)F)cn2)c1N
  2	1.3	2	13	-8	-16	11	15	9
Cc1ccccc1NC(=O)C1CC(=O)N(c2ccc3c4c(cccc24)CC3)C1 (stereo unspecified)
  -2	0.021	1	-4	1	7	-7	-37	-7
CCOc1ccc(/C=N/n2c(SC)nnc2-c2ccccc2)cc1OCC
  -9	3.3*	1	-20	-5	-2	14	0	2
COc1ccc(CNC(=O)NCc2ccc(OC)c(OC)c2)cc1OC
  -2	-0.44	2	-15	-12	-4	-24	-13	0
C=C(C)COc1ccc(-c2n[nH]c(C)c2-c2ccccc2)c(O)c1
  0	-0.028	26	-12	-14	1	3	12	16
COc1cc2cc(CN(CCN3CCCC3)C(=O)Nc3ccc(F)cc3)c(=O)[nH]c2cc1OC
  7	nt	1	-46	8	nt	14	7	-6
Cc1csc(NC(=O)CSc2nnc(-c3ccc(S(=O)(=O)N4CCCC4)cc3)o2)n1
  -9	-0.84	73*	73	-6	1	-26	0	5
CCOc1ccc(S(=O)(=O)Nc2ccc3c(c2)OCO3)c2cccnc12
  9	-0.012	-9	6	-2	7	56	3	26
CCc1ccccc1NC(=S)N(CCN(C)C)C(C)c1ccccn1 (stereo unspecified)
  2	0.26	12	-10	-5	11	-14	-35	3
Cn1c(SCc2nn[nH]n2)nc2c1c(=O)n(Cc1ccccc1Cl)c(=O)n2C
  -4	-0.2	17	-38	-1	-11	-7	-74	6
C/C(=N\NC(=O)c1c(Cl)c(C)nn1C)c1cccc(NC(=O)COc2ccc(Cl)cc2)c1
  0	0.15	10	-19	-12	-8	12	-5	-8
O=C(NC1CCc2ccccc21)C12CN(Cc3ccccc3)CC1C(c1cccc([N+](=O)[O-])c1)=NO2 (stereo unspecified)
  -2	-2.3	16	-25	-6	5	12	8	-18
Cc1ccc(Cl)cc1N1CCN(C(=O)C2(S(=O)(=O)c3ccc(Cl)cc3)CC2)CC1
  -5	0.45	4	-20	-7	17	-18	-8	3
CC1(C)Cc2c(sc3nc(-c4ccccc4)n(N)c(=O)c23)CO1
  -1	-1.5	1	-16	7	0	36	-8	4
Cc1cc(NC(=O)CSc2nnc(COc3cccc(C)c3C)n2C)no1
  1	-0.69	-3	-16	0	1	18	7	11
CC1(C)CC(=O)C2=C(C1)N(c1ccc(F)cc1)C(=O)C2(O)C(F)(F)F (stereo unspecified)
  -1	nt	-24	nt	-8	-1	3	-4	7
Cn1c(SCC(=O)NC(c2ccccc2)c2ccccc2)nnc1-c1cccs1
  1	2.4	-10	-27	3	2	11	-2	-26
CCn1c(SCC(=O)Nc2nccs2)nnc1-c1ccc(C)cc1
  nt	0.25	10	8	16	-2	2	8	-10
O=C1OC2(CCCCC2)OC(=O)C1=CNc1ccc2c(c1)OCO2
  11	-0.57	39	-28	-11	-4	-11	-11	27
Cc1cc(C)cc(NC(=S)NCc2cccn2C)c1
  4	0.33	11	-7	-3	23	4	-14	-1
CCOc1cc(C(=O)NC)cc(OCC)c1OCC
  -8	-0.027	0	-28	-22	12	-4	8	1
COc1ccc2c(c1OC)C(=O)N1c3ccccc3SC21 (stereo unspecified)
  -7	0.69	0	-10	-8	7	-6	22	-16
Cc1cc(C)n(-c2nc3ccccc3n3cnnc23)n1
  -13	-2	-6	-23	-4	-10	-8	4	1
N=c1sccn1CC(=O)Nc1cc(Cl)ccc1Oc1ccccc1
  27	0.0095	-24	-21	-14	2	-5	-12	17
CCc1ccc(N(C(=O)CNC(=O)c2cccs2)C(C(=O)NC(C)(C)C)c2cc(OC)c(OC)c(OC)c2)cc1 (stereo unspecified)
  0	0.51	-4	1	-11	6	16	-28	14
CC1(C)CC(=O)C(C=Nc2ccccc2C(=O)O)=C(O)C1
  -2	0.75	-8	-17	-4	4	-11	-3	-8

A draw from above in order of count of non-hydrogen atoms, lowest first.
Each structure is followed by: Ecoli WT expand	DAT uptake mod	VCAM1 TNFa inh	TNFa cytotox	PLK1 inh	sEH inhibitor	cytoskel mod	IL1B cytotox	PLK1 PBD inh
CC1(C)Cc2c(sc3nc(-c4ccccc4)n(N)c(=O)c23)CO1
  -1	-1.5	1	-16	7	0	36	-8	4
CCn1c(SCC(=O)Nc2nccs2)nnc1-c1ccc(C)cc1
  nt	0.25	10	8	16	-2	2	8	-10
COc1cc2cc(CN(CCN3CCCC3)C(=O)Nc3ccc(F)cc3)c(=O)[nH]c2cc1OC
  7	nt	1	-46	8	nt	14	7	-6

The list continues:
Each structure is followed by: Ecoli WT expand	DAT uptake mod	VCAM1 TNFa inh	TNFa cytotox	PLK1 inh	sEH inhibitor	cytoskel mod	IL1B cytotox	PLK1 PBD inh
COc1ccc(C(=O)Nn2c(SCC(=O)NC3CCCC3)nc3ccccc3c2=O)cc1
  -3	-1.1	6	-2	-9	9	3	-6	-8
CCOc1ccc(OCCOc2cccc(C(F)(F)F)c2)cc1
  1	-1.1	-14	9	-3	1	-7	-29	10
COc1ccc(CN2CCCCCC2)c(C)c1C
  nt	-0.13	13	-12	-13	16	21	-15	-9
COc1ccc(OC)c(NC(=O)CSc2nnc(C)n2Cc2ccccc2)c1
  -2	0.96	-18	-50	0	-9	25	-26	1
Cc1[nH]n(-c2cccc(Cl)c2)c(=O)c1/C=N/n1c(C)nc2ccccc2c1=O
  8	0.076	-25	-11	-10	4	1	-3	-20
Cc1csc(SCc2nc3sc4c(c3c(=O)[nH]2)CCC4)n1
  -18	-0.7	1	4	-18	1	-18	33	14
Cc1ccc2nc(C3CCCN(C(=S)Nc4ccccc4C)C3)[nH]c2c1 (stereo unspecified)
  -6	-1.2	1	-14	-10	2	-9	-37	-33
COc1ccc(NC(=O)CN2CCC(C)CC2)cc1
  3	0.86	1	-21	-4	6	-2	-17	-15
O=C(CP(=O)(CO)CO)c1ccc(Cl)cc1
  4	-0.27	2	62	-5	nt	-3	0	32
CCCCC(=O)NNC(=S)NC(=O)CCC
  nt	-0.32	10	-11	-9	3	-2	18	-2
C=CCN(CC=C)C(=O)Nc1cc(Cl)ccc1OC
  3	1.1	0	8	-10	-12	-7	19	8
COC(=O)[C@@H](NC(=O)N(C1CCCCC1)C1CCCCC1)C(C)C
  -6	0.07	-2	-10	-4	-1	-21	4	-21
Cc1cc(Oc2cnn(C(C)(C)C)c(=O)c2Cl)cc(C(C)C)c1
  nt	-0.38	-18	10	-14	-22	-2	-7	19
Cc1cc(OCCOCCNC(C)C)cc(C)c1Cl
  13	nt	-10	-9	-2	2	-3	2	-29
Cc1sc2nc(CN3CCOCC3)nc(Oc3ccc(NC(=O)c4ccco4)cc3)c2c1C
  0	1.7	nt	nt	3	6	nt	48	14
CNC(=O)COC(=O)c1ccc(NC(=O)CC#N)cc1
  0	1.3	10	-8	-13	-9	-13	22	-27
CC(=O)NCC(=O)OCC(=O)c1ccccc1
  -1	-0.52	6	0	-9	-9	26	-10	-5
Cc1ccc(NS(=O)(=O)c2cn(C)cn2)cc1
  4	-0.16	1	9	-11	7	11	-25	-1
CC(C)Cc1nnc(NC(=O)CSc2nc(=O)cc(N)n2-c2ccccc2)s1
  8	0.32	-14	-19	-8	4	10	-22	11
Cc1cccc2cc(C#N)c(SCC(=O)N3CCC(C)CC3)nc12
  -9	1.3	-13	7	-10	-1	47	17	2
CC(C)(C)NC(=O)COc1ccc(CNCc2cccs2)cc1
  6	0.63	11	-1	0	-4	33	2	-16
Cc1cccc(Oc2coc3cc(OC(=O)c4cccs4)ccc3c2=O)c1
  -3	0.12	-5	3	-8	-18	13	-5	5
CC(C)Cn1c(-c2ccc(Cl)cc2)cnc1SCC(=O)N1CCOCC1
  10	-0.42	-8	12	-17	nt	10	-9	-1
COc1ccc(C2C(C#N)=C(C)NC3=C2C(=O)CC(C)(C)C3)c(OC)c1 (stereo unspecified)
  2	0.025	14	-27	-19	7	-2	-6	5
CC(C)(C)c1csc(N(CCC#N)CCC#N)n1
  2	-0.59	19	-9	-40	1	5	3	11
C/C(N)=C(/C#N)C(=O)COC(=O)C(NS(=O)(=O)c1ccc(Cl)cc1)C(C)O (stereo unspecified)
  5	-0.46	8	-18	-9	-7	7	3	-3
Cc1nn(-c2ccccc2)c(Oc2ccc(F)cc2)c1/C=N/n1cnnc1
  -8	0.089	-9	8	-2	-12	-6	-1	17
Fc1ccc(F)c(CN2CCN(c3ncccn3)CC2)c1
  6	0.28	13	42	-16	4	-13	8	-10
COc1ccc(C(=O)c2c[nH]c3ccccc23)cc1
  16	0.33	10	-11	-9	0	-3	4	-31
Cc1ccc(S(=O)(=O)NNC(=O)CCC(=O)Nc2ccccc2)cc1
  -4	0.75	-8	8	-16	8	-29	-17	17
COCc1nnc(NC(=O)c2sc3ccccc3c2Cl)s1
  -7	1.1	-6	-6	-10	9	-19	-43	13
Cc1c(C)n(CC(O)CN2CCOCC2)c2ccccc12 (stereo unspecified)
  -2	-0.79	22	-15	-2	-1	-11	4	6
CCOC(=O)c1c(NC(=O)CSc2nnc(-c3cccnc3)n2Cc2ccco2)sc(C)c1C
  -12	0.53	-3	-26	-4	-12	14	-4	-12
O=C1c2ccccc2C(=O)c2c1oc(C(F)(F)F)c2C(=O)c1ccccc1
  -8	-0.87	-1	4	-4	4	16	-16	-9
CCc1ccc(-c2cc(C(=O)Nc3c(C)n(C)n(-c4ccccc4)c3=O)c3ccccc3n2)s1
  -9	0.77	13	0	-9	7	8	-50	-16
Cc1ccc(S(=O)(=O)N2CCN(C(=O)c3ccccc3)C2C(C)C)cc1 (stereo unspecified)
  -9	0.067	5	-3	-7	0	-18	-176	8
Cc1c(=O)n(OCc2ccccc2)c2ccccc2[n+]1[O-]
  -9	-0.0094	-9	-22	-15	4	-1	-19	-12
Cc1oc(C(=O)O)cc1COc1ccc2c3c(c(=O)oc2c1C)CCC3
  3	-1.1	10	2	-5	-9	-3	0	7
O=C1/C(=C\c2ccc(Br)o2)SC(=Nc2ccccc2)N1c1ccccc1
  -14	1.4	1	-24	-14	-2	12	0	-29
COc1ccc(S(=O)(=O)C(C#N)c2nc3ccccc3nc2N2CCCCC2)cc1 (stereo unspecified)
  -3	-0.24	11	-5	-7	nt	-6	-10	1
CC1(C)NC(=O)N(CC(O)COc2ccccc2-c2ccccc2)C1=O (stereo unspecified)
  0	0.074	-32	-20	10	-2	-1	-41	-8
Cc1c(C(=O)O)[nH]c2c1C(=O)CC(c1ccccc1)C2 (stereo unspecified)
  -5	-0.22	0	-8	-2	4	-4	4	-4
Cc1cc(C(=O)OCC(=O)NC(=O)NC(C)(C)C)c(C)o1
  3	-0.59	8	-10	-3	4	nt	-4	-9
COc1ccc(-n2cnc3cc(NCc4ccco4)ccc32)cc1
  6	0.72	9	-14	-2	-4	2	1	-12
CC1=C(C(=O)Nc2ccccc2)C(c2ccncc2)C(C#N)=C(SCC(=O)NC(C)C)N1 (stereo unspecified)
  8	-2.4	22	6	-10	0	-5	-15	-1
CCSc1ccc(NC(=O)c2cccnc2)cc1
  4	-0.084	-11	-1	0	44	-12	14	-1
Cn1nc(-c2ccc(C(=O)N3CCN(Cc4ccccc4)CC3)cc2)c2ccccc2c1=O
  2	1.3	12	-6	-14	3	-4	-3	22
Cc1csc(NC(=O)c2cc3c(s2)CCCCC3)n1
  1	-0.87	9	-18	-10	-6	6	4	-18
CCOC(=O)c1oc2nc(C(C)C)c3c(c2c1N)CC(C)(C)OC3
  1	1.1	-13	-5	-11	nt	-13	-7	-9

Bioassay records (PubChem BioAssay)
